# MT stabilize HCS – microtubule stabilizers in HeLa cells; % tubulin-high responders, % at 10 µM; HeLa tubulin immunostaining HCS, 24 h; share of cells brighter than vehicle mean+2SD; 0.83% of 200,000 active;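 active = plate Z-score above 3 for both tubulin-high and condensed-nucleus cell shares, with cell loss under 80%, at 10 µM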;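 note: anti alpha tubulin signal scored within the nucleus-defined area of each cell; some results filed as inactive read as strong as hits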
# Lipid droplet – hepatic lipid droplet formation modulation. 0.4% of 240,000 active. AML12 mouse hepatocytes, oleate lipid droplets, BODIPY imaging. inhibition, % at 6.5 µM;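 active = lipid droplet intensity inhibited by at least 50%, with more than 500 cells counted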
#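 Material: mouse AML12 hepatocyte cell line, fixed after treatment; Timing: compound with oleate, overnight; Technique: high-content imaging of BODIPY-stained droplets and DAPI nuclei; Probe or stimulus: oleate, 100 µM final; Dosing: compound at 6.5 µM only.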
# Ins promoter up – MIN6 insulin promoter up-regulation. MIN6 insulin promoter-GFP reporter, high-content imaging; active compounds read high. z-score at 5 µM. 0.3% of 190,000 active;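 active = z-score above 3 at 5 µM with at least 500 cells counted in the well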
# b-catenin transl – alters nuclear translocation of beta-catenin in HeLa cells. immunofluorescence imaging. nuclear translocation activity, % at 5 µM. 0.3% of 190,000 active;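 active = nuclear translocation activity above 50% at 5 µM, with a well cell count of 50 or more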;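 note: per-cell ratio of nuclear to cytoplasmic median beta-catenin stain intensity; plate controls were DMSO negative control for no effect and GSK-3 inhibitor IX positive control for full effect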
#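 test system = HeLa cells, endogenous beta-catenin | dosing = single 5 µM dose plus 0.02–20 µM confirmation series | times = compound treatment 24 h, 37°C, 5% CO2 | technique = beta-catenin immunofluorescence imaging with DAPI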
# Autophagy mod – autophagy modulation, high-content screen; MEF GFP-LC3 puncta imaging; test concentration mostly 10 µM; calls only at 10 µM (by protocol); 0.98% of 190,000 active;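 active = percentage of spot-positive cells more than 3 SD above its plate mean, without a fluorescence outlier flag or 80% toxicity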;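 note: spot-positive cell cutoff set from DMSO-treated cells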
# TNAP activation fold – stimulation of alkaline phosphatase TNAP activity – biochemical, luminescent, no phosphate acceptor, uHTS, primary screen (AID 1001) | activation fold at 20 µM; hits with a dose series show EC50 in µM | purified TNAP, luminescent activation assay, no phosphate acceptor; higher activation fold means a stronger effect | 0.03% of 200,000 active; in the data active = activation fold from about 3, or a potency from the dose series; inactive = the rest, 99 in 100 with activation fold below about 1.6; note: many of its hits are not listed in these tables
# human PMI inhibitors – MPI inhibition at elevated mannose 6-phosphate – biochemical, fluorescence intensity, high mannose 6-phosphate, primary screen (AID 1220) | recombinant PMI enzyme, coupled fluorescence intensity; higher % means a stronger effect | one-dose inhibition, % at 20 µM; IC50 in µM for titrated hits | 0.66% of 190,000 active
# T cell HTS – modulates CD8 T cell binding to vesicles; 2C CD8+ T cell-vesicle binding, flow cytometry; active compounds read low; calls only at 7 µM; AID 2052; 0.068% of 330,000 active;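 active = response, share of CD8 T cells binding vesicles, and their 90th percentile fluorescence all below set limits, cut at about 80% in these data, passing the limit was not always enough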
#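 System: murine 2C transgenic CD8+ T lymphocytes; also added: QL9-loaded Drosophila micro-vesicles; times: binding 1.5 h at 37 °C; measured by: flow cytometry, PE anti-B7-1 (FL2) versus Alexa647 anti-CD8 (FL8), PFA-fixed; control set: Peptide-free naked vesicles (low) and QL9 vesicles with 0.7% DMSO vehicle (high)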
# PMI inhibitors – MPI enzyme activity inhibition – biochemical, fluorescence intensity, coupled assay, primary screen (AID 1209); purified PMI enzyme, coupled fluorescence intensity; higher % means a stronger effect; inhibition, % at 20 µM, or IC50 in µM where a hit was titrated; 0.42% of 190,000 active;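 note: plate controls were DMSO vehicle for no effect and wells lacking substrate for full effect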
# Ins promoter up cell count – second read-out of Ins promoter up, no call of its own (marks repeat the call); cell count; measured here: cytotoxicity, nuclei count;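 total cells summed across four imaged fields per well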
# Lipid droplet cells 6.5 µM – recorded beside Lipid droplet, whose call it bears; cell count; measured here: cell count, cytotoxicity flag;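 cells counted across two imaged fields per well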
# b-catenin transl cell count 5 µM – also measured in b-catenin transl; calls as there; cell count; measured here: cell count, cytotoxicity flag
# T cell HTS vesicle-bound % – second read-out of T cell HTS, no call of its own (marks repeat the call); double positive events, %; measured here: CD8+ vesicle-bound cell fraction;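 binding gate set so that unloaded-vesicle control wells show 10% double positive cells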
# MT stabilize HCS Hoechst-high % – recorded beside MT stabilize HCS, whose call it bears; % Hoechst-high responders; measured here: nuclear condensation Hoechst responders;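 share of cells brighter than vehicle mean plus two SD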
# MT stabilize HCS cytotoxicity % – recorded beside MT stabilize HCS, whose call it bears; toxicity, %; measured here: cytotoxicity by cell density;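 0% = mean cell density of plate MIN control wells and 100% = no cells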
# Autophagy mod cell loss 18 h – second read-out of Autophagy mod, no call of its own (marks repeat the call); toxicity, %; measured here: cell loss, nuclei count;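 cell loss after 18 h compound exposure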
# Starred values were filed as active, the others as inactive; i = inactive; nt = not tested or not shown; + = active, no number. Cut-off read from the data, not from the text of the source, unless noted: active = inhibition above about 50%; inactive = the rest.
no.	Compound	MT stabilize HCS	MT stabilize HCS Hoechst-high %	MT stabilize HCS cytotoxicity %	Lipid droplet	Lipid droplet cells 6.5 µM	Ins promoter up	Ins promoter up cell count	b-catenin transl
1	COc1cc(C(=O)NC2CCN(Cc3nnnn3Cc3cccs3)CC2)cc(OC)c1OC	2.0	1.1	1.3	14.8	818	nt	nt	5.3
2	C=CCn1c(SCc2ccc(Cl)c(Cl)c2)nnc1C(CO)NC(=O)c1ccc(OC)cc1 (stereo not given)	3.5	3.4	2.9	-18.0	413	0.74	1231	2.3
3	O=C1CC(N2CCN(Cc3ccc4c(c3)OCO4)CC2)C(=O)N1Cc1ccc(N2CCCC2=O)cc1 (stereo not given)	8.4	1.7	14.3	nt	nt	0.17	1689	0.4
4	COCCOC(=O)N/C=C\c1nc2ccccc2c(=O)[nH]1	8.7	35.2	25.8	29.0	577	0.06	1088	2.7
5	CCCc1nc(N2CCCC2)c(C#N)c2c1CCCC2	2.5	1.9	7.3	nt	nt	-0.2	1341	-7.3
6	CC(NC(=O)CCCCCCN1C(=O)c2ccccc2C1=O)c1ccc2c(c1)CCCC2 (stereo not given)	6.9	2.0	6.2	-6.2	480	-0.23	1553	-2.4
7	CSc1ccc(NC(=O)Nc2cccn(Cc3ccccc3F)c2=O)cc1	2.6	3.7	3.7	-2.6	702	-0.14	1329	-0.4
8	CCOC(=O)c1ccc(CNC(=O)c2n[nH]c(=O)c3ccccc23)o1	1.7	3.8	4.6	-17.8	788	0.97	1210	0.1
9	Cn1cc(Br)c(C(=O)NC(=S)Nc2ccc(S(N)(=O)=O)cc2)n1	10.1	1.3	11.6	6.6	687	-0.06	1172	-2.9
10	Cc1ccc(NC(=O)Cc2nnc(SCC(=O)c3ccc(Br)cc3)n2C)cc1	1.6	0.7	6.1	14.2	786	-0.83	894	nt
11	CC(C)OC(=O)Nc1ccc(Oc2c(F)c(F)c(F)c(F)c2F)cc1	5.0	2.1	2.5	nt	nt	-1.13	1146	-1.6
12	Cc1noc(C)c1CSc1nnc2cc(C)c3ccccc3n12	nt	nt	nt	nt	nt	0.74	1398	0.9

no.	b-catenin transl cell count 5 µM	Autophagy mod	Autophagy mod cell loss 18 h	TNAP activation fold	human PMI inhibitors	T cell HTS	T cell HTS vesicle-bound %	PMI inhibitors
1	999	i	-5.0	1	4.2%	i	44.6	10.3%
2	1020	i	-10.1	1.3	4.7%	i	6.2	13.0%
3	1348	i	64.3	1.1	-2.8%	i	13.0	0.2%
4	522	i	11.0	1	0.1%	i	14.6	0.1%
5	1018	i	-1.8	1.1	12.2%	i	30.5	7.2%
6	1067	i	4.6	1.1	7.6%	i	46.6	9.5%
7	1539	i	-14.0	1.1	nt	i	7.5	nt
8	966	i	9.9	1.1	12.2%	i	44.0	17.7%
9	995	+	7.0*	0.8	5.0%	i	45.9	11.1%
10	nt	i	-6.9	1.2	-2.6%	i	1.6	5.2%
11	950	i	-3.6	1.2	12.6%	i	15.6	3.3%
12	919	nt	nt	1.1	5.7%	i	52.6	0.3%

# Next section.
no.	Compound	MT stabilize HCS	MT stabilize HCS Hoechst-high %	MT stabilize HCS cytotoxicity %	Lipid droplet	Lipid droplet cells 6.5 µM	Ins promoter up	Ins promoter up cell count	b-catenin transl
13	Cc1ccc(NC(=O)CSc2nc(C)c(C)c(C)n2)c([N+](=O)[O-])c1	1.6	3.2	5.4	-3.5	632	0.19	1244	1.0
14	Cc1ccc2c(c1)cc(CN(Cc1ccc3c(c1)OCO3)C(=O)c1cnccn1)c1nnnn12	2.5	1.1	1.0	nt	nt	nt	nt	nt
15	COC(=O)c1ccc(C(=O)OC)c(NC(=O)C(C)(C)C)c1	2.6	3.4	2.8	-8.5	694	nt	nt	-0.2
16	COc1cccc(OCC(O)CN2CCN(CCN3C(=O)c4cccc5cccc(c45)C3=O)CC2)c1 (stereo not given)	6.1	1.0	1.6	-29.9	697	-0.07	1228	1.8
17	O=C(Cn1nc(Cc2cccnc2)c2ccccc2c1=O)NCC1CCCO1 (stereo not given)	7.7	1.6	3.5	-4.4	631	-0.56	1792	0.3
18	CCOC(=O)CCCCC(=O)c1[nH]c(=O)[nH]c1Cn1ccnc1	0.9	0.9	3.8	-5.3	782	-0.33	1127	-4.0
19	CC1CCN(S(=O)(=O)c2ccc3c(c2)c(=O)c(C(=O)NC2CCCC2)cn3C)CC1	3.0	2.7	7.1	nt	nt	-0.78	1119	-0.6
20	CCNC(=S)N(Cc1ccco1)Cc1cc2cc(OCC)ccc2[nH]c1=O	3.1	2.5	2.8	-1.3	681	0.11	1415	2.6
21	O=c1oc2ccccc2c(O)c1CN1CCCCC1	2.7	2.2	13.4	nt	nt	-0.3	1613	-8.5
22	N/C(=N\OC(=O)c1ccc(OCC(F)(F)F)nc1)c1ccc(Cl)cc1	nt	nt	nt	-18.5	680	0.06	1098	-0.5
23	Cc1ccc(S(=O)(=O)CCC(=O)Nc2ccc(S(=O)(=O)N(C)C)cc2)cc1	1.8	1.3	5.5	22.8	704	-0.16	1642	-3.7
24	COc1ccc(CC(=O)NNC(=O)c2nn(Cc3ccccc3)c(=O)c3ccccc23)cc1OC	nt	nt	nt	-6.4	716	0.09	1319	2.9

no.	b-catenin transl cell count 5 µM	Autophagy mod	Autophagy mod cell loss 18 h	TNAP activation fold	human PMI inhibitors	T cell HTS	T cell HTS vesicle-bound %	PMI inhibitors
13	553	i	6.1	1.1	5.7%	i	42.1	9.3%
14	nt	i	4.1	1.1	-0.2%	i	29.5	2.0%
15	1462	i	10.6	1.1	-3.6%	i	48.1	-4.3%
16	1141	i	9.7	1	-13.5%	i	38.8	-24.9%
17	1184	nt	nt	1.1	13.9%	i	35.8	17.4%
18	1154	i	-5.6	1.1	-4.5%	i	26.8	2.3%
19	952	i	-66.5	1	7.6%	i	52.0	2.9%
20	1314	i	16.7	1	17.3%	i	19.7	21.4%
21	925	i	13.8	1.1	6.7%	i	22.4	-10.9%
22	1290	nt	nt	nt	nt	i	24.1	nt
23	1133	i	-3.0	1.2	0.7%	i	33.6	-5.8%
24	1264	nt	nt	nt	nt	i	38.3	nt

# Record cards (already shown). Values in the order: MT stabilize HCS | MT stabilize HCS Hoechst-high % | MT stabilize HCS cytotoxicity % | Lipid droplet | Lipid droplet cells 6.5 µM | Ins promoter up | Ins promoter up cell count | b-catenin transl | b-catenin transl cell count 5 µM | Autophagy mod | Autophagy mod cell loss 18 h | TNAP activation fold | human PMI inhibitors | T cell HTS | T cell HTS vesicle-bound % | PMI inhibitors
# CCCc1nc(N2CCCC2)c(C#N)c2c1CCCC2 is listed with 2.5 | 1.9 | 7.3 | nt | nt | -0.2 | 1341 | -7.3 | 1018 | i | -1.8 | 1.1 | 12.2% | i | 30.5 | 7.2%
# CCNC(=S)N(Cc1ccco1)Cc1cc2cc(OCC)ccc2[nH]c1=O is listed with 3.1 | 2.5 | 2.8 | -1.3 | 681 | 0.11 | 1415 | 2.6 | 1314 | i | 16.7 | 1 | 17.3% | i | 19.7 | 21.4%

# Going on with the list.
no.	Compound	MT stabilize HCS	MT stabilize HCS Hoechst-high %	MT stabilize HCS cytotoxicity %	Lipid droplet	Lipid droplet cells 6.5 µM	Ins promoter up	Ins promoter up cell count	b-catenin transl
25	Cc1nn(C)c(N)c1[N+](=O)[O-]	nt	nt	nt	12.7	717	0.28	1471	-1.8
26	Cc1cc(NC(=O)c2cc(-c3cccc(Cl)c3)on2)no1	4.7	1.3	2.4	nt	nt	-0.82	1419	1.0
27	CCOC(=O)c1ccc(NC(=O)CSC2=NC(=O)C(CC)C(=O)N2)cc1 (stereo not given)	1.6	1.7	7.7	4.0	807	nt	nt	2.4
28	O=C1CCC2c3ccc4ccccc4c3CCN12 (stereo not given)	5.5	2.4	6.6	7.9	760	nt	nt	-1.8
29	Cc1cc2ccccc2n1CCNC(=O)COc1ccccc1	7.0	1.8	8.2	-3.5	675	0	1957	-1.1
30	Cc1nc2nc(C)c(CCC(=O)Nc3ccc4c(c3)OCO4)c(C)n2n1	5.6	1.7	13.3	nt	nt	0.02	1350	-5.6
31	COc1ccccc1N(CC(=O)NC1CCCC1)C(=O)c1csnn1	2.6	2.5	6.1	5.3	676	0.44	1131	1.2
32	O=C(CN1CCN(S(=O)(=O)c2ccc(Br)cc2)CC1)N/N=C/c1cccnc1	3.2	2.8	2.3	22.7	692	0.35	1568	-1.4
33	CCc1ccc(/C=C/C(=O)c2ccc(S(=O)(=O)N(C)C)cc2)cc1	2.6	1.9	2.4	-6.3	610	1.84	1532	-1.6
34	N#Cc1c(-c2cccc(F)c2)cc(-c2ccccc2)nc1Br	2.4	1.8	4.5	nt	nt	-0.77	1530	0.7
35	COc1ccc(CNC2CCCCC2C)c(OC)c1 (stereo not given)	2.1	2.2	6.3	nt	nt	-0.23	1417	1.7
36	COC(=O)c1cc(N2CCNCC2)nc2ccccc12	nt	nt	nt	-0.4	626	0.07	1016	1.7

no.	b-catenin transl cell count 5 µM	Autophagy mod	Autophagy mod cell loss 18 h	TNAP activation fold	human PMI inhibitors	T cell HTS	T cell HTS vesicle-bound %	PMI inhibitors
25	1096	nt	nt	nt	nt	i	20.7	nt
26	786	i	17.9	1.1	-14.3%	i	60.8	-5.5%
27	269	i	-2.1	1.1	11.1%	i	13.0	12.9%
28	400	i	-3.6	1.1	42.3%	i	19.4	2.1%
29	1076	i	-1.3	1.1	12.1%	i	18.9	10.6%
30	934	i	-4.7	1.1	2.5%	nt	nt	3.3%
31	1005	i	-1.7	1.1	1.7%	i	52.1	6.3%
32	1121	i	-8.4	0.9	-6.8%	i	6.9	0.3%
33	1124	i	-8.8	1	6.6%	i	53.0	16.4%
34	1393	i	-20.1	0.9	2.0%	i	21.6	-12.1%
35	1142	i	8.7	1.1	2.6%	i	35.8	-1.2%
36	1219	nt	nt	nt	nt	i	29.0	nt
